# Keap1 Nrf2 FP: disrupts human Keap1 binding to Nrf2 peptide. Q14145. Keap1 Kelch-Nrf2 peptide fluorescence polarization, 1536-well. inhibition, % at 9.4 µM. 0.15% of 340,000 active; in the data active means inhibition above about 12%;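 further: human Keap1 Kelch domain with fluorescein labeled Nrf2 9mer peptide probe; 0% = neutral control wells and 100% = peptide positive control; higher means more block of Keap1 binding to Nrf2 peptide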
# Target sequence (Q14145 whole entry, looked up, the tested form may be a part): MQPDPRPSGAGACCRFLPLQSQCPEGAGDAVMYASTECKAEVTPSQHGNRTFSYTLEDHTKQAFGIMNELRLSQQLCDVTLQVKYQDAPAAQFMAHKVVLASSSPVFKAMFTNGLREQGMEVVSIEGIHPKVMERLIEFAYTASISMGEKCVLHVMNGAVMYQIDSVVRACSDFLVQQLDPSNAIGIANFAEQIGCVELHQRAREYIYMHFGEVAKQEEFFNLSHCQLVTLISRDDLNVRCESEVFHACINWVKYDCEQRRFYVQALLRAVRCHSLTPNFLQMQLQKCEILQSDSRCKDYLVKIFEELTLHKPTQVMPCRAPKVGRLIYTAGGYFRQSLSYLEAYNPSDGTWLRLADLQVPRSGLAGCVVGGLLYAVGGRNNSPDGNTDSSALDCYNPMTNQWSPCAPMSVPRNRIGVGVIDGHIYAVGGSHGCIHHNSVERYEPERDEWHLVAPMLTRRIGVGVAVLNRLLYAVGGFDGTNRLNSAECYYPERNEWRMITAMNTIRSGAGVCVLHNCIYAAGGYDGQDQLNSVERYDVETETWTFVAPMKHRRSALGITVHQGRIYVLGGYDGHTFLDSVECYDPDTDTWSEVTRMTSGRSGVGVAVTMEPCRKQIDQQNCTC
# Cardiac RTF inh: cardiac RTF calcium desensitization | P19429+P45379 | IANBD-labeled cardiac RTF, Ca2+ fluorescence | inhibition, % at 7.15 µM | 0.12% of 340,000 active | AID 493244;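 active means inhibition above the mean inhibition of all tested compounds plus 3 SD, cut at about 17% in these data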;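 further: assay run at fixed EC70 calcium of 1.6 mM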
# CAL PDZ FP-1: inhibitors of human CAL PDZ peptide binding; Q9HD26; purified CAL PDZ, TMR-peptide fluorescence polarization, 1 h; inhibition, % at 24.9 µM; 0.92% of 300,000 active; AID 602252;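 active means mean inhibition of at least 30% with at least half of replicates also reaching 30%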;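 further: 0% = DMSO neutral control and 100% = excess unlabeled competitor peptide PRC23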
# SR-BI DiI-HDL act: enhances SR-BI lipid uptake from DiI-HDL; 0.096% of 320,000 active; activation, % at 12.5 µM; CHO ldlA[mSR-BI] cells, DiI-HDL uptake fluorescence, 3 h; 100 = double the neutral-control signal;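 active means mean replicate activation of at least 60% and every replicate at or above 60%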;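 further: 0% = median plate neutral-control signal and 100% = twice that signal; values of inactives mirror those of a sister screen read the other way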
#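 Test system: SR-BI-overexpressing, LDLR-lacking CHO cells. Measured by: DiI fluorescence, bottom read. Medium: Ham's F12 with 0.5% BSA, HEPES 25 mM, pH 7.4. Timing: 3 h uptake period with compound, 37 °C.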
# Rtt109 HAT inh: C. albicans Rtt109 histone acetyltransferase inhibition. Q5AAJ8. purified Rtt109/Vps75, ThioGlo CoA-SH fluorescence, 4 h. inhibition, % at 34.9 µM. 0.16% of 330,000 active;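 active means inhibition of at least 50% in every replicate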
# Target sequence (Q5AAJ8 whole entry, looked up): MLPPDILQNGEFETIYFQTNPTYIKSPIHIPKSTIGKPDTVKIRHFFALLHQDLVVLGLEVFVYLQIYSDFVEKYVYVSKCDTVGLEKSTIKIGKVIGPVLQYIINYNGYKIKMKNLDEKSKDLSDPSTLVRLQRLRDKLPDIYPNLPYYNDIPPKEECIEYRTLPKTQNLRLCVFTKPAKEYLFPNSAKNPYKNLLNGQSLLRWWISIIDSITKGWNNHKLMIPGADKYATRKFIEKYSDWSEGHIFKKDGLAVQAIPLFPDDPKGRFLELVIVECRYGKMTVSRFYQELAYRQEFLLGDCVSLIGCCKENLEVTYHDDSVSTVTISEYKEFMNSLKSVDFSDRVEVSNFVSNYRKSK
# C-LANA FP: inhibitors of KSHV LANA C-terminal domain DNA binding. MBP-C-LANA/FAM-LBS DNA binding, fluorescence polarization. inhibition, % at 9 µM. 0.078% of 340,000 active;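 active means highest replicate inhibition at or above 60% at 9 µM, even if other replicates fall short; inactive means all replicates below 60% inhibition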;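 further: 0% = neutral control wells and 100% = 4 µM acridine orange control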
# PKA-R2B activ: PKA-R2B complex activation; 0.079% of 340,000 active; AID 504700; P22694+P31323; activation, % at 11.4 µM; PKA-R2B holoenzyme dissociation, Cy5-IP20 fluorescence polarization; R2B truncated from residue 108, S112A mutant; 0% DMSO only, 100% 113 µM cGMP;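 active means activation above a cutoff set at the mean over all compounds plus 3 SD, cut at about 18% in these data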;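 further: higher means more holoenzyme dissociation and a rise in polarization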
# DAGLB inh: diacylglycerol lipase beta (human) inhibition | Q8NCG7 | HEK293T DAGLB membrane lysate, EnzChek fluorogenic substrate | inhibition, % at 5.17 µM | 0.059% of 340,000 active | AID 504411; in the data active means inhibition above about 34%;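 further: 0% = enzyme with vehicle and 100% = wells lacking enzyme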
# RTF Ca sens act: increases calcium sensitivity of human cardiac regulated thin filaments; 0.24% of 340,000 active; activation, % at 7.2 µM; P19429+P45379; IANBD-labeled TnC RTF fluorescence at EC20 calcium; 0% EC20 calcium, 100% full calcium;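 active means activation above the mean over all tested compounds plus 3 SD, cut at about 30% in these data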;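 further: rise in fluorescence read as greater calcium sensitivity of cardiac thin filaments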
# CAL PDZ FP-2: human CAL PDZ-peptide interaction inhibition | 0.02% of 330,000 active | inhibition, % at 20 µM | Q9HD26 | AID 504414 | purified CAL PDZ, TMR-peptide fluorescence polarization, 1 h;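 active means highest replicate inhibition of at least 40%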;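 further: plate controls were DMSO neutral control wells for no effect and unlabeled competitor peptide control wells for full effect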
#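 System: purified tagged CAL PDZ domain construct (CerCALP). Schedule: 1 h incubation at room temperature before polarization reading. Medium: 25 mM sodium phosphate pH 7.4, 150 mM NaCl, TCEP, IgG, Thesit. Read-out: percent inhibition from loss of millipolarization. Measured by: FP readout, S and P plane fluorescence. Probe or stimulus: fluorescent TMR peptide probe.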
# Numbers without * were called inactive; nt = no result given.
SMILES,Keap1 Nrf2 FP,Cardiac RTF inh,CAL PDZ FP-1,SR-BI DiI-HDL act,Rtt109 HAT inh,C-LANA FP,PKA-R2B activ,DAGLB inh,RTF Ca sens act,CAL PDZ FP-2
O=C(Cc1cccs1)Nc1ccccc1C(=O)O,1,-8,-6,14,4,1.4,-7,-4,-4,0.4
O=C(Cc1ccccc1)Nc1nc(-c2cccs2)cs1,0,-1,2,-9,-7,-0.8,-10,0,5,-0.5
CCC1CCCCN1C(=O)CSc1nc2c(c(=O)n(C)c(=O)n2C)n1C (stereo unspecified),0,-7,4,6,-12,0.4,-2,-3,4,-0.1
Cc1cc(C(=O)OCC(=O)N2CCOCC2)c2ccccc2n1,1,-10,3,5,-3,0.7,0,0,-1,-3.2
O=C(NC1CCCC1)C(Cc1ccccc1)n1cccc1 (stereo unspecified),-1,-5,-2,nt,-10,2.5,-7,-3,-1,0.1
O=C(Nc1ccc(Br)cc1)c1cc(-c2cccs2)on1,-3,1,0,-8,1,-0.8,-2,-8,-1,-2.1
OCC1(Cc2ccccc2)CCN(Cc2cnc(-c3ccc(Cl)cc3)nc2)CC1,-3,0,3,2,-6,1.2,8,-4,7,-1.0
COc1ccc2c(c1OC)C(=O)N1C2SC[C@H]1C(=O)NC1CCCCC1 (stereo partly specified),2,-2,1,3,4,-0.6,0,-8,8,0.4
CC(=O)S[C@@H]1CC2=CC(=O)CC[C@]2(C)[C@H]2CC[C@@]3(C)[C@@H](CC[C@@]34CCC(=O)O4)[C@H]12,-3,4,-1,5,14,-0.5,-1,1,3,-0.3
CCC(C(=O)Nc1ccccc1F)n1nc(C)c2c(C)n(-c3ccccc3)nc2c1=O (stereo unspecified),1,-1,-5,nt,5,0.0,8,-4,0,-3.8
O=C1CCC(C(=O)N(Cc2cccs2)C2(C(=O)NC3CCCCC3)CCCCC2)N1 (stereo unspecified),-4,-16,-3,-18,-9,-1.8,10,0,5,-2.1
COc1cc(C(=O)N(CCN(C)C)CC2CCCN(Cc3ccccc3F)C2)ccc1C (stereo unspecified),-4,-7,-2,15,-7,1.8,2,0,0,0.4
c1ccc2c3c(c(CN4CCCC4)cc2c1)COC3,-2,1,-1,10,-18,2.2,-5,-1,0,-6.4
Cc1nnc(-c2ccccc2)nc1N1CCOCC1,-2,-3,-2,4,-4,-0.5,-9,2,2,-2.1
CC(C(=O)O)N1C(=O)c2cccc3cccc1c23 (stereo unspecified),-1,0,2,17,-51,-1.9,-3,-1,-2,-0.6
O=C(NCc1ccc(F)cc1)c1cccc(S(=O)(=O)N2CCOCC2)c1,3,-12,0,nt,-3,0.4,-7,-2,2,-1.5
NC(=O)C1=C[C@H](c2csc3ccccc23)C[C@H](OCc2ccc(CO)cc2)O1,-2,-5,-7,3,4,-1.8,1,-1,7,-2.6
Cc1ccccc1C(=O)NNc1ccc(-c2csnn2)cc1,4,2,-2,-2,-1,0.7,6,0,0,-0.9
CCCCN1C(=O)NC(NC(=O)C2CC2)(C(F)(F)F)C1=O (stereo unspecified),3,3,-3,1,-7,0.4,-4,-1,0,-0.9
Cc1cc(=O)[nH]c(SCC(=O)N2CCN(C(=O)c3ccco3)CC2)n1,-2,-3,nt,5,-3,-0.1,5,1,3,-0.9
COc1cccc(-c2nnn(CC(=O)N(CC(C)C)C3CCS(=O)(=O)C3)n2)c1 (stereo unspecified),-7,-6,-3,16,-10,-0.4,2,3,0,-2.1
O=C(CSc1ccccc1)Nc1nnc(C2CC2)s1,-4,-8,-3,3,-1,1.0,2,1,-4,-1.8
Cc1ccc(O)c(NC(=O)c2cc(-c3cccs3)on2)c1,-2,-1,-2,2,-11,-0.1,-4,-1,-7,-2.0
COc1cc(CCC(=O)OCC(=O)Nc2ccccc2OC(F)F)cc(OC)c1OC,-1,-6,3,20,-12,0.2,0,-3,1,-1.3
Cn1c2c(c3ccccc31)CCN(CCCCN1CCN(c3ccccc3)CC1)C2=O,-1,-6,-1,-11,11,2.2,-8,-3,-8,-1.1
CCN(CC(=O)Nc1ccccc1C(F)(F)F)C(=O)c1cccc(N2C(=O)CCC2=O)c1,-1,-16,4,23,6,-0.1,0,-2,-6,-0.8
CCOc1cc(/C=C2\SC(=N)N(c3nonc3N)C2=O)ccc1OCC(N)=O,0,-5,-3,11,5,-1.4,-7,2,3,-1.1
Cc1cc([N+](=O)[O-])c(NCCCCCCO)c([N+](=O)[O-])c1,1,-12,2,9,-7,-0.4,6,10,-5,-0.9
O=C(Cc1ccc(Cl)cc1)Nc1ccc(NC(=O)c2cccs2)cc1,0,-5,-3,-40,nt,0.5,-11,1,-5,-0.8
O=C(CNC(=O)c1ccco1)Nc1ccc(Br)cc1,3,-3,-15,2,2,-3.8,-1,0,-1,-2.6
COc1ccc(N(C(=O)c2ccc(S(=O)(=O)N3CCOCC3)cc2)C2C=CS(=O)(=O)C2)cc1 (stereo unspecified),-1,-11,-4,-27,nt,-0.6,-13,-6,1,-0.4
O=C(CNC(=O)c1ccco1)NCC(=O)OC(C(=O)c1ccccc1)c1ccc(Cl)cc1 (stereo unspecified),-7,9,-1,0,1,-1.1,-9,0,9,-1.1
O=C(NCc1nnc2c3ccccc3c(-c3ccccc3)nn12)c1ccc(Cl)cc1,1,12,-12,-4,-5,-0.5,-2,-4,-1,-8.3
C=CCn1c(COc2ccccc2F)nnc1SCC(=O)c1c[nH]c2ccccc12,-8,1,0,-1,4,0.3,1,1,-12,-0.9
CC(CNC(=O)CN1C(=O)NC2(CCCCC2C)C1=O)c1ccccc1 (stereo unspecified),2,-7,-8,-5,1,-1.7,-8,-1,5,1.1
CCN1CCN(C(=O)C(C)Nc2cc(Cl)c(OC)cc2OC)CC1 (stereo unspecified),-7,0,2,-9,0,4.0,-2,2,5,-1.6
Cc1cn([C@H]2C[C@H](O)[C@@H](CCC(=O)NCc3ccco3)O2)c(=O)[nH]c1=O,-4,-10,-2,10,-38,-1.4,0,-3,2,-0.4
COc1ccccc1NC(=O)CNc1ccc(F)c(Cl)c1,-7,-24,-5,22,0,-1.2,-6,-5,6,-0.8
Cc1ccnc(NC(=O)/C=C/c2cccs2)c1,-2,-8,-5,-14,-3,-1.0,-12,0,-1,-0.5
C=C1CC2C=C(NC(C)=O)CC(C1)C2 (stereo unspecified),0,0,-4,5,-10,-1.3,-1,1,-2,-1.1
COc1ccc(Cl)cc1C(=O)NC(C)C,-4,2,-2,29,nt,-0.3,-7,-1,-2,-1.3
CCO[C@H]1OC(C(=O)NC2CC2)=C[C@@H](c2csc3ccccc23)[C@@H]1CCCO,-4,-34,-3,23,-1,-0.7,-4,-1,3,1.0
CCN(CCCNC(=O)C1CCC(=O)N1C1CCCC1)c1cccc(C)c1 (stereo unspecified),-1,-4,-4,-2,-2,-0.6,-5,2,-3,nt
Cc1ccc(S(=O)(=O)NCCNC(=O)c2ccccc2)cc1,-1,-7,-4,19,-4,-1.1,-11,0,-5,-1.0
CCCCCC(=O)NC(=S)NNC(=O)CC,-8,-4,-1,nt,-20,1.0,5,1,1,-2.3

# 4 compounds from above, limited to CAL PDZ FP-1, CAL PDZ FP-2 and Cardiac RTF inh:
canonical_smiles	CAL PDZ FP-1	CAL PDZ FP-2	Cardiac RTF inh
CCCCCC(=O)NC(=S)NNC(=O)CC	-1	-2.3	-4
CCN(CCCNC(=O)C1CCC(=O)N1C1CCCC1)c1cccc(C)c1 (stereo unspecified)	-4	nt	-4
CCN1CCN(C(=O)C(C)Nc2cc(Cl)c(OC)cc2OC)CC1 (stereo unspecified)	2	-1.6	0
Cc1ccnc(NC(=O)/C=C/c2cccs2)c1	-5	-0.5	-8

# Other entries.
SMILES,Keap1 Nrf2 FP,Cardiac RTF inh,CAL PDZ FP-1,SR-BI DiI-HDL act,Rtt109 HAT inh,C-LANA FP,PKA-R2B activ,DAGLB inh,RTF Ca sens act,CAL PDZ FP-2
O=C(NCC(=O)N1CCOCC1)c1ccc(Br)o1,2,-7,-4,-8,5,-0.8,-7,2,-1,-1.9
CC(C)(C)NS(=O)(=O)c1ccc(-c2csnn2)s1,0,-13,-4,-6,4,-0.9,-2,-1,-1,-2.3
CCOC(=O)c1c(C)[nH]c(C(=O)N2CCc3cc(OC)c(OC)cc3C2)c1C,3,-7,5,4,28,-1.5,-11,0,-8,-3.1
CC(C)CC(=O)NC(=S)Nc1ccc(NC(=O)c2cccs2)cc1,1,-5,0,2,8,0.8,-2,-3,4,-2.8
Cc1cccc(NC(=O)N2CCCc3ccccc32)c1C,-4,-5,-3,-39,-10,-0.1,-7,-1,-1,-0.8
CN(CCCCN1CCOCC1)Cc1nc(-c2ccc3c(c2)OCO3)no1,0,5,-4,4,1,-1.1,8,1,2,-0.4
CCCn1ncc(C(=O)N(C)C2CCCN(Cc3ccccc3F)C2)c1C (stereo unspecified),-2,-2,-5,9,8,0.3,-8,0,10,-0.1
Nc1nnc(CCN2C(=O)CSC2=O)s1,2,-14,nt,26,10,-0.4,0,3,2,-1.3
COc1ccc(OCC(=O)Nc2ccc(OC)c(S(=O)(=O)N3CCCCC3)c2)cc1,-3,2,-3,-45,8,1.5,-3,3,-2,-2.4
Cc1ccc(C(=O)NCc2ccco2)cc1S(=O)(=O)N1CCCC1,-2,-7,0,10,10,-2.0,-16,-1,-4,-2.2
CC1(CC(=O)N/N=C/c2cc([N+](=O)[O-])c(O)cc2O)OCCO1,-6,nt,7,6,6,6.9,nt,nt,nt,-1.0
CN1CCCCC1=NCCCn1cnc2c1c(=O)n(C)c(=O)n2C,5,-13,nt,26,5,-1.0,-2,3,4,-0.6
Cc1ccc2cc(CCNC(=O)C(C)(C)C)c(=O)[nH]c2c1,1,-6,-2,23,4,-1.3,-6,1,2,-0.7
Nc1nc(SCc2ccccc2)cc(SCc2ccccc2)n1,-3,-1,-6,-10,1,-1.6,-13,-7,-2,-1.2
OCc1nc2ccccc2n1CC(O)COc1ccccc1 (stereo unspecified),-1,-6,0,11,-5,0.9,-6,0,2,-2.4
O=C(Nc1ccccc1F)c1cnccn1,-3,-8,0,17,-8,0.1,2,-1,-2,-0.8
COc1ccccc1-n1c(N)cc(=O)nc1SCC(=O)Nc1cc(C)on1,-4,-19,5,2,-17,-0.7,-6,0,1,0.4
CC(=O)Nc1nc(C)nc(-c2ccccc2OC(C)=O)n1,2,-5,nt,29,-7,-0.4,7,-5,-1,-0.3
O=C(CCn1c(=S)oc2ccccc21)Nc1cccc(F)c1,3,9,-4,-4,nt,0.0,-2,-2,-7,-3.9

# Compound activity from PubChem BioAssay.
